mut p53 react: mutant p53 pathway reactivation; activation, % at 9.98 µM; AID 624151; SW480 PUMA-promoter luciferase; 1.5% of 28,000 active; in the data active = activation above about 52%
STK33 kin inh: human STK33 kinase inhibition; Q9BYT3; ADP-Glo luminescence, MBP substrate; inhibition, % at 12.5 µM; 0.44% of 27,000 active; in the data active = inhibition above about 20%
Target sequence (Q9BYT3 whole entry, looked up): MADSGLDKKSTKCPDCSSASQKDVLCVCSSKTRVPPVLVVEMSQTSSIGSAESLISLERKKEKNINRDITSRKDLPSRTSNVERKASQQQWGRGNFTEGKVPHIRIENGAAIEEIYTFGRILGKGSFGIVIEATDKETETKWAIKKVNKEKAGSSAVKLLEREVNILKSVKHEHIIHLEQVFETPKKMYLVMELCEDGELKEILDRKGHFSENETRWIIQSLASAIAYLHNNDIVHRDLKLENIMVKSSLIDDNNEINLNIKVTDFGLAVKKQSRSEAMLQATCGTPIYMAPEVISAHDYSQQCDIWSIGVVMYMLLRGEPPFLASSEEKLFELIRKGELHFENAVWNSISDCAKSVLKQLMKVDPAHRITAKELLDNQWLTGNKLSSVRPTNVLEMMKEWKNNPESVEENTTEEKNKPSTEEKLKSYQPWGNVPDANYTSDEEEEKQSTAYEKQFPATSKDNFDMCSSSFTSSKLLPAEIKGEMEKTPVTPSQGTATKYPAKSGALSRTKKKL
An asterisk follows results filed as active; . = not tested or not shown. An excerpt; the hit share may differ from the screen's.

SMILES	mut p53 react	STK33 kin inh
CC(=O)Nc1ccc(NC(=O)CN(c2cccc(Br)c2)S(C)(=O)=O)cc1	4.5	-6.7
C[C@@H]1CN([C@H](C)CO)C(=O)Cc2cc(NC(=O)Nc3ccc(C(F)(F)F)cc3)ccc2O[C@@H]1CN(C)S(=O)(=O)c1ccc(Cl)cc1	-10.8	-2.7
C[C@H](CO)N1C[C@H](C)[C@H](CN(C)S(C)(=O)=O)Oc2cc(-c3ccccc3)ccc2S1(=O)=O	8.3	.
CCn1c(SCC(=O)Nc2sc3c(c2C#N)CCCC3)nnc1-c1cccc(Cl)c1	3.9	-1.5
Cc1ccccc1-c1ccc2c(c1)O[C@@H](CN(C)Cc1ccc(C(=O)O)cc1)[C@H](C)CN([C@@H](C)CO)S2(=O)=O	-3.0	.
C[C@H](CO)N1C[C@H](C)[C@H](CN(C)C(=O)OCc2ccccc2)OCc2cnnn2CCCC1=O	.	2.2
COC(=O)c1cccc(NC(=O)CN(c2ccc(F)c(Cl)c2)S(C)(=O)=O)c1C	6.2	-0.6
COc1ccc(C(=O)NCc2occc2C(=O)O)cc1	1.7	-0.5
Cc1ccc(S(=O)(=O)Nc2ccc3c(c2)C(=O)N([C@@H](C)CO)C[C@@H](C)[C@@H](CN(C)C)O3)cc1	7.2	5.4
C=CC[C@@]12N=C(c3ccc(OCCCO)cc3)O[C@@H]1c1ccccc1CN(CCS(=O)(=O)c1ccccc1)C2=O	.	2.8
COCCNC(=O)C[C@H]1C[C@@H]2c3cc(NC(=O)CN(C)C)ccc3O[C@@H]2[C@@H](CO)O1	12.4	.
COc1ccc(CN2C(=O)C(O)(CC(=O)c3ccc(Cl)s3)c3ccccc32)cc1OC (configuration not stated)	-6.9	0.8

In the list so far, 3 have four or more nitrogen atoms:
SMILES	mut p53 react	STK33 kin inh
C[C@@H]1CN([C@H](C)CO)C(=O)Cc2cc(NC(=O)Nc3ccc(C(F)(F)F)cc3)ccc2O[C@@H]1CN(C)S(=O)(=O)c1ccc(Cl)cc1	-10.8	-2.7
CCn1c(SCC(=O)Nc2sc3c(c2C#N)CCCC3)nnc1-c1cccc(Cl)c1	3.9	-1.5
C[C@H](CO)N1C[C@H](C)[C@H](CN(C)C(=O)OCc2ccccc2)OCc2cnnn2CCCC1=O	.	2.2

Carrying on:
SMILES	mut p53 react	STK33 kin inh
C[C@H]1CCCCO[C@H](CN(C)C(=O)CCC(F)(F)F)[C@@H](C)CN([C@@H](C)CO)C(=O)c2cc(NC(=O)c3ccncc3)ccc2O1	16.3	.
C[C@@H]1CN([C@H](C)CO)C(=O)Cc2cc(NC(=O)Nc3ccc(F)cc3)ccc2O[C@@H]1CN(C)S(=O)(=O)c1cn(C)cn1	.	1.0
Cc1ccc(NC(=O)COc2ccccc2)c(NC(=O)c2ccco2)c1	-10.9	0.7
CS(=O)(=O)N(CC(=O)Nc1ccc(I)cc1)c1ccc(Cl)cc1Cl	-0.1	-0.3
C[C@H](CO)N1C[C@H](C)[C@@H](CN(C)S(=O)(=O)c2cn(C)cn2)Oc2c(NC(=O)C3CCOCC3)cccc2C1=O	5.4	.
Cc1ccc(OCC(=O)Nc2ccc3oc(-c4cccnc4)nc3c2)c(C)c1	20.1	-1.9
COc1ccc(-n2nnnc2SCC(=O)Nc2cc(C)c(Cl)cc2OC)cc1	-14.1	6.9
C[C@@H]1CN([C@H](C)CO)C(=O)c2cc(NS(=O)(=O)c3cccs3)ccc2O[C@@H]1CN(C)C(=O)Nc1ccc(F)cc1	10.9	.
CC(=O)COc1cc(OCC(C)=O)c2c(C)cc(=O)oc2c1	2.8	-2.9
C[C@@H]1CN([C@H](C)CO)C(=O)Cc2cc(NC(=O)Cc3ccccc3)ccc2O[C@H]1CN(C)C(=O)NC1CCCCC1	2.0	-0.1
CCN(C(=S)Nc1ccc(C)cc1)c1ccccc1	.	-2.1
CC(C)NC(=O)Nc1ccc2c(c1)C(=O)N([C@H](C)CO)C[C@H](C)[C@H](CN(C)S(=O)(=O)c1ccc(F)cc1)OCCCC[C@@H](C)O2	.	-1.2

2 records picked at random from the list so far, as already listed:
SMILES	mut p53 react	STK33 kin inh
C[C@H]1CCCCO[C@H](CN(C)C(=O)CCC(F)(F)F)[C@@H](C)CN([C@@H](C)CO)C(=O)c2cc(NC(=O)c3ccncc3)ccc2O1	16.3	.
CS(=O)(=O)N(CC(=O)Nc1ccc(I)cc1)c1ccc(Cl)cc1Cl	-0.1	-0.3

Later entries.
SMILES	mut p53 react	STK33 kin inh
O=C(c1cnc2n(c1=O)CCS2)N(c1ccccc1)C1CCCCC1	.	-1.7
COCCOC(=O)N1C(=O)[C@@]2(c3ccccc31)[C@H](C(N)=O)[C@H]1C(=O)O[C@H](c3ccccc3)[C@H](c3ccccc3)N1[C@@H]2c1ccccc1OCCO	.	5.7
Cc1ccc(Cl)cc1NC(=O)CC(C(=O)O)N(C)C (configuration not stated)	-12.1	0.6
C=CCNC(=O)[C@H]1[C@@H]2C(=O)O[C@@H](c3ccccc3)[C@@H](c3ccccc3)N2[C@@H](c2ccccc2OCCO)[C@]12C(=O)Nc1ccc(C#CCC(C(=O)OC)C(=O)OC)cc12	.	8.4
CC(C)CC#Cc1ccc2c(c1)O[C@H](CN(C)Cc1ccc3c(c1)OCO3)[C@@H](C)CN([C@@H](C)CO)S2(=O)=O	-32.7	.
COC(=O)c1cc(OC)c(OC)cc1NC(=O)COc1ccccc1F	-3.3	3.7
CCn1c(SCC(=O)c2ccc(Br)cc2)nnc1-c1ccco1	29.5	3.5
C[C@@H]1CN([C@H](C)CO)C(=O)Cc2cc(NS(=O)(=O)c3cccs3)ccc2O[C@H]1CN(C)S(=O)(=O)c1cccs1	.	1.6
C[C@H](CO)N1C[C@H](C)[C@@H](CN(C)C(=O)c2ccc(N3CCN(C)CC3)cc2)OCc2cnnn2CCCC1=O	.	5.3
C[C@H](CO)N1C[C@H](C)[C@H](CN(C)Cc2ccc3c(c2)OCO3)Oc2ccc(NC(=O)CCC(F)(F)F)cc2CC1=O	-1.2	-0.4
C[C@H]1CN([C@@H](C)CO)C(=O)CCCn2nncc2CO[C@H]1CN(C)C(=O)Nc1ccc(N2CCCCC2)cc1	.	0.7
COC(=O)c1ccc(NC(=O)CSc2nc3ccccc3c(=O)n2-c2ccc(C)cc2)cc1	12.9	0.7

Going on with the list:
SMILES	mut p53 react	STK33 kin inh
COc1cc(Cc2nccc3cc(OC)c(OC)cc23)c(NC(=O)c2cc(F)c(F)cc2Cl)cc1OC	0.6	-0.2
C[C@@H]1CCCCO[C@H](CN(C)S(=O)(=O)c2cn(C)cn2)[C@@H](C)CN([C@@H](C)CO)C(=O)c2cc(NC(=O)c3ccccc3)ccc2O1	8.1	.
Cc1cc(OCC(=O)NCc2ccccn2)c(C)cc1Br	119.0*	-1.4
Cc1noc(C)c1NC(=O)Nc1ccc2c(c1)C(=O)N([C@H](C)CO)C[C@H](C)[C@@H](CN(C)C(=O)Nc1c(C)noc1C)OCCCC[C@@H](C)O2	6.5	-1.2
C[C@H]1CN([C@@H](C)CO)C(=O)c2cc(NS(=O)(=O)c3ccccc3)ccc2O[C@@H]1CN(C)CC1CCCCC1	.	-7.5
C[C@H]1CN([C@@H](C)CO)C(=O)c2cc(C#CC3(O)CCCC3)cnc2O[C@H]1CN(C)C(=O)C1CCOCC1	6.2	.
C[C@@H]1CN([C@H](C)CO)C(=O)Cc2cc(NS(=O)(=O)c3cccs3)ccc2O[C@H]1CN(C)S(=O)(=O)c1ccccc1	0.6	-1.2
CC(C)NC(=O)N(C)C[C@@H]1OCCCC[C@@H](C)Oc2ccc(NC(=O)CCCN(C)C)cc2C(=O)N([C@H](C)CO)C[C@H]1C	0.9	.
Cc1noc(C)c1NC(=O)N(C)C[C@@H]1Oc2c(NS(=O)(=O)c3cn(C)cn3)cccc2C(=O)N([C@@H](C)CO)C[C@@H]1C	1.7	.
C[C@@H]1CCCCO[C@H](CN(C)Cc2ccc(C(=O)O)cc2)[C@@H](C)CN([C@H](C)CO)C(=O)c2cc(NC(=O)Nc3ccc(C(F)(F)F)cc3)ccc2O1	.	-0.9
Cn1c(=O)c2c(nc(NCC(O)c3ccccc3)n2Cc2ccc(F)cc2)n(C)c1=O (configuration not stated)	-27.6	1.4
CN1CCN(C(=O)C[C@H]2C[C@@H]3c4cc(NC(=O)Cc5ccncc5)ccc4O[C@@H]3[C@@H](CO)O2)CC1	-0.5	.

Next section.
SMILES	mut p53 react	STK33 kin inh
COc1ccc(CN(C)C[C@@H]2OCc3cnnn3CCCC(=O)N([C@H](C)CO)C[C@H]2C)cc1	.	-2.4
C[C@H](CO)N1C[C@H](C)[C@@H](CN(C)Cc2ccc(C(F)(F)F)cc2)OCCCC[C@H](C)Oc2ccc(NC(=O)Nc3ccc4c(c3)OCO4)cc2C1=O	-40.2	.
C[C@@H]1CCCCO[C@@H](CN(C)C(=O)Nc2ccc3c(c2)OCO3)[C@H](C)CN([C@H](C)CO)C(=O)c2cc(NS(C)(=O)=O)ccc2O1	-3.3	.
COc1cc(OC)cc(-c2nnc(SCc3cccc(C(=O)O)c3)o2)c1	-4.4	0.3
Cc1nc(SC(C(=O)O)c2ccccc2)cc(-c2ccccc2)n1 (configuration not stated)	-3.3	-0.6
Cc1cc(C)c(S(=O)(=O)N(C)CC(=O)O)c(C)c1	-11.7	-1.2
O=S(=O)(N[C@H]1CCN(Cc2ccc(OCCO)cc2)C1)c1cc(C(F)(F)F)ccc1Cl	.	-1.7
C[C@@H]1CCCCO[C@@H](CN(C)C(=O)Nc2ccccc2)[C@@H](C)CN([C@H](C)CO)C(=O)c2cc(NC(=O)NC3CCCCC3)ccc2O1	.	4.6
C[C@@H]1CCCCO[C@H](CN(C)C(=O)CCC(F)(F)F)[C@H](C)CN([C@H](C)CO)C(=O)c2cc(N(C)C)ccc2O1	-3.7	.
Cc1noc(C)c1S(=O)(=O)Nc1ccc2c(c1)C(=O)N([C@@H](C)CO)C[C@@H](C)[C@@H](CN(C)C)OCCCC[C@H](C)O2	-5.2	.
Cc1ccc(N(CC(=O)Nc2ccc(F)cc2)S(=O)(=O)N2CCCC2)cc1	-14.2	-2.8
C[C@@H]1CN([C@@H](C)CO)C(=O)c2cccc(NC(=O)c3ccncc3)c2O[C@H]1CN(C)Cc1ccc(C(=O)O)cc1	5.0	.

Remaining list, next part
Values run as follows: mut p53 react, STK33 kin inh
COc1ccc(NC(=O)CCCC(=O)O)cc1
→ -10.6, -0.5
C=CC(C)(C)[C@@]12C[C@H]3C(=O)N[C@H]([C@@H](C)CC)C(=O)N3[C@@H]1Nc1ccccc12
→ -38.5, -5.6
COc1ccccc1S(=O)(=O)N(C)C[C@H]1OCc2cn(nn2)CCCC(=O)N([C@H](C)CO)C[C@H]1C
→ ., -7.1
Cc1noc(C)c1S(=O)(=O)Nc1cccc2c1O[C@@H](CN(C)S(=O)(=O)c1cn(C)cn1)[C@@H](C)CN([C@@H](C)CO)C2=O
→ -1.0, .
C=CCN1Cc2ccccc2[C@@H]2OC(c3ccc(OCCCO)cc3)=N[C@]2(Cc2ccccc2)C1=O
→ ., 3.2
CNC[C@H]1Oc2ccc(NC(=O)c3ccncc3)cc2C(=O)N([C@H](C)CO)C[C@@H]1C
→ 7.1, .
COC(=O)CCC(=O)NC(=S)Nc1cc(Cl)ccc1Cl
→ 4.2, -4.7
C[C@H]1CN([C@@H](C)CO)C(=O)Cc2cc(NC(=O)Nc3ccc(C(F)(F)F)cc3)ccc2O[C@@H]1CN(C)C(=O)Nc1ccccc1
→ ., 3.8
C[C@H](CO)N1C[C@H](C)[C@@H](CN(C)C(=O)C2CCC2)Oc2cc(C#CC(C)(C)O)ccc2S1(=O)=O
→ -3.4, .
C[C@@H]1CN([C@@H](C)CO)C(=O)Cc2cc(NS(=O)(=O)c3ccc(F)cc3)ccc2O[C@@H]1CN(C)C(=O)NC1CCCCC1
→ ., 1.5

Other results follow:
Values run as follows: mut p53 react, STK33 kin inh
CCN(CC)S(=O)(=O)c1ccc(OC)c(NC(=O)c2cc3ccccc3oc2=O)c1
→ 2.7, 5.2
C[C@H]1CN([C@@H](C)CO)C(=O)c2cc(NC(=O)Cc3cn(C)c4ccccc34)ccc2O[C@H]1CN(C)S(=O)(=O)c1ccccc1
→ ., 0.4
O=C(CSc1nnc(-c2cccnc2)n1-c1ccc(Br)cc1)c1ccc(F)cc1
→ 48.6, 0.1
COc1ccc(CN(C)C[C@@H]2Oc3c(NC(=O)Nc4ccc(OC)cc4)cccc3C(=O)N([C@H](C)CO)C[C@@H]2C)cc1
→ 12.1, .
C[C@@H]1CN([C@@H](C)CO)C(=O)Cc2cc(NC(=O)CCCN(C)C)ccc2O[C@@H]1CN(C)S(=O)(=O)c1ccccc1
→ ., 0.6
Cc1ccc(-c2cc(C(F)F)n3ncc(C(=O)NCc4ccco4)c3n2)cc1
→ -0.5, 5.3
O=C(CSc1nc2ccccc2s1)Nc1ccc(Cl)cc1
→ -25.2, 2.6
C[C@H](CO)N1C[C@H](C)[C@H](CN(C)C(=O)Nc2cccc3ccccc23)Oc2ccc(NS(=O)(=O)c3cccs3)cc2CC1=O
→ -12.4, 0.4
C[C@@H]1CCCCO[C@@H](CN(C)C(=O)Nc2ccccc2)[C@H](C)CN([C@@H](C)CO)C(=O)c2cc(NC(=O)c3ccccc3)ccc2O1
→ -17.4, .
COc1ccc(S(=O)(=O)N(C)C[C@H]2Oc3c(NC(=O)Nc4c(C)noc4C)cccc3C(=O)N([C@@H](C)CO)C[C@@H]2C)cc1
→ -24.9, .

(more compounds)
Values run as follows: mut p53 react, STK33 kin inh
Cc1cc(C)c(NC(=O)CN(c2ccc(Br)cc2)S(C)(=O)=O)c(C)c1
→ 3.5, -3.2
CC(Oc1ccc(Br)cc1)c1nc(-c2cccnc2)no1 (configuration not stated)
→ -4.3, 0.1
C[C@H](CO)N1C[C@H](C)[C@@H](CN(C)CC2CCCC2)OCc2cn(nn2)CCCC1=O
→ ., -1.1
C[C@@H]1CN([C@@H](C)CO)C(=O)Cc2cc(NC(=O)Nc3ccc(F)cc3)ccc2O[C@@H]1CN(C)CC1CCCCC1
→ ., 1.4
COc1ccccc1-c1cnc2c(c1)C(=O)N([C@H](C)CO)C[C@H](C)[C@@H](CN(C)Cc1cccc(F)c1)O2
→ -6.7, .
C[C@@H]1CN([C@@H](C)CO)C(=O)c2cc(NS(=O)(=O)c3ccccc3)ccc2O[C@H]1CN(C)C(=O)Nc1ccc(C(F)(F)F)cc1
→ -14.4, .
